Bioassay records as filed in PubChem.
NALP1 yeast inh: inhibitors of NALP1 inflammasome in yeast. S. cerevisiae NALP1/ASC/caspase-1 growth, X-gal OD620, 72 h. inhibition, % at 10 µM. actives 0.61% (n = 280,000); in the data active = inhibition mostly above about 24%, no sharp cut-off; inactive = mostly below about 32%; also: some compounds called inactive have numbers as strong as hits
SUMO HTRF inh: blocks human SUMOylation mediated by UBC9 | P63279 | HTRF SUMOylation assay, SAE1/SAE2 + UBC9, in vitro | inhibition, % at 35 µM | actives 0.36% (n = 290,000) | AID 2006; in the data active = inhibition above about 50%, passing the limit was not always enough; inconclusive = no clear call, values can overlap the other calls; also: strong numbers were not always called active
MEKK3 PB1 HTS: raises or lowers MEK5 binding to the human MEKK3 PB1 domain | Q99759 | bead-based flow cytometry, Alexa488-MEK5 binding to MEKK3; actives lie on both sides; 0 = blocked by unlabeled MEK5, 100 = vehicle | binding response (% of control), % at 10 µM | actives 1.4% (n = 290,000) | AID 1529;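 active = binding response more than 3 SD above or below the average of its plate-row segment, actives on both sides; inconclusive = wells at one plate position flagged as instrument error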;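 also: Alexa488 bead fluorescence after subtracting the streptavidin-only scavenger bead signal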
MEKK2mut PB1 HTS: signal of MEK5 binding to mutant human MEKK2 PB1 domain. bead flow cytometry, Alexa488-MEK5 binding to MEKK2 mutant. actives 0.35% (n = 290,000). AID 1530. percent response, % at 10 µM; in the data active = percent response above about 24%, passing the limit was not always enough; also: inactives centre near 1; some results filed as inactive read as strong as hits; reference of the scale not given here
IDE cell inh: inhibitors of human insulin-degrading enzyme in cells | HEK cells, FAbetaB cleavage, fluorescence polarization | AID 434962 | inhibition, % at 5.59 µM | actives 0.41% (n = 320,000) | P14735;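 active = percent inhibition above the average of all tested compounds plus 3 SD, set per screening campaign, cut at about 16% in these data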;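 also: IDE supplied by intact live HEK cells; FP after avidin binding of uncleaved biotin substrate so inhibition keeps polarization high; 0% = DMSO wells and 100% = 60 µM reference IDE inhibitor Ii1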
IDE act: boosts human insulin-degrading enzyme activity in HEK cells; FAbeta-B cleavage, fluorescence polarization; 0% vehicle, 100% cell-free pure enzyme wells; activation, % at 5.96 µM; actives 0.073% (n = 340,000);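 active = activation above the mean of all tested compounds plus 3 SD, set per screening campaign, cut at about 17% in these data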
MEKK2 WT-MEK5: raises or lowers MEK5 binding to wildtype human MEKK2 PB1 domain | AID 1531 | binding response (% of control), % at 10 µM | bead flow cytometry, Alexa488-MEK5 binding to MEKK2 WT; actives lie on both sides | actives 1.1% (n = 290,000) | Q9Y2U5; in the data active = binding response below about 67% or above about 130%; inconclusive = no clear call, values can overlap the other calls; inactive = in between
pCIP destab: compounds decreasing mouse p/CIP protein stability; Q05BA5; F442A p/CIP-EGFP cells, EGFP fluorescence, 16 h; decrease of EGFP signal, % at 10 µM; actives 0.01% (n = 290,000);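 active = EGFP signal decrease of at least 30% at 10 µM or well 3 SD below plate mean, unless failing retest; inactive = the rest, including hits failing retest or dose response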; also: some compounds called inactive have numbers as strong as hits; many of its hits are not listed in these tables
Target sequence (Q05BA5 1-1403): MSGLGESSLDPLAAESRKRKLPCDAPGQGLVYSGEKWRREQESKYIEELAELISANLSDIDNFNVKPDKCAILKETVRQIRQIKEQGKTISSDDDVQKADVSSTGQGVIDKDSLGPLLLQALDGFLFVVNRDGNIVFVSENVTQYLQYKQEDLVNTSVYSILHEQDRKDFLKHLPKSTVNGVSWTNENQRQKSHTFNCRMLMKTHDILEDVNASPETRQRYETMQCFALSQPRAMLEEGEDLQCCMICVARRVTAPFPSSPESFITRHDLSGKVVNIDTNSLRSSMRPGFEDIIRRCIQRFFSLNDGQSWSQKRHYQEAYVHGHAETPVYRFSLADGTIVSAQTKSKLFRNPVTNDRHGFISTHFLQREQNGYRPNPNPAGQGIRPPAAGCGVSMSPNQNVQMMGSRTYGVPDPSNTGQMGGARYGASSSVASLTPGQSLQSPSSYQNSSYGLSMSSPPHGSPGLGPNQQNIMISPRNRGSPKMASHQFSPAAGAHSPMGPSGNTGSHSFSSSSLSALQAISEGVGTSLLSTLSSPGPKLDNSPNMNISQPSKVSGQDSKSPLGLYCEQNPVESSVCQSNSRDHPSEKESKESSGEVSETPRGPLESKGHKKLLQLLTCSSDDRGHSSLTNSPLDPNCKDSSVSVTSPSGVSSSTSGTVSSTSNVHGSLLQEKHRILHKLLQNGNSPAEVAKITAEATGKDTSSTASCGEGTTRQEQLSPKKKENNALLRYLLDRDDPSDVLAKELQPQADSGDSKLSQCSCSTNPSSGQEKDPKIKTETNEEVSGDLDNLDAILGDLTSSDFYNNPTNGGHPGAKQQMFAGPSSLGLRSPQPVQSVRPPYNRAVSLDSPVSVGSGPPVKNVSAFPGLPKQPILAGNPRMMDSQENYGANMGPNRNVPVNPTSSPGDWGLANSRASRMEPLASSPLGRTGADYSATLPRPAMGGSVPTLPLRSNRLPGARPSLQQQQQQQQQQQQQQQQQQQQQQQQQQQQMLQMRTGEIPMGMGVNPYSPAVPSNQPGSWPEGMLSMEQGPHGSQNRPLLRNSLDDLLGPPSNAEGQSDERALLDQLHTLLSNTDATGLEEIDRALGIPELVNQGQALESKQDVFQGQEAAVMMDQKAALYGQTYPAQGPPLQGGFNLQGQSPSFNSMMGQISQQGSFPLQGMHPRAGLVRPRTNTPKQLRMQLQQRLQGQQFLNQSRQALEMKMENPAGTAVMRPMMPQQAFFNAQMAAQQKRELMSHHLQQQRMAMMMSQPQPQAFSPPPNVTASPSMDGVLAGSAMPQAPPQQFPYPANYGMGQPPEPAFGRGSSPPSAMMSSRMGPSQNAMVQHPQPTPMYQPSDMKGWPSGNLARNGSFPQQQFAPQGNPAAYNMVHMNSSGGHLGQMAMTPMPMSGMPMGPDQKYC
PfM18AAP inh: PfM18AAP enzyme inhibition; recombinant PfM18AAP, H-Glu-NHMec fluorogenic cleavage; inhibition, % at 7.35 µM; actives 1.2% (n = 290,000); AID 1822;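 active = inhibition above the campaign mean inhibition over all tested compounds plus 3 SD, cut at about 28% in these data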;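 also: 0% = plate median of test compound wells and 100% = 2 mM ZnCl2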
* marks the source's active call; other numbers are inactive results; ? = inconclusive; nt = not tested or not shown.

SMILES	NALP1 yeast inh	SUMO HTRF inh	MEKK3 PB1 HTS	MEKK2mut PB1 HTS	IDE cell inh	IDE act	MEKK2 WT-MEK5	pCIP destab	PfM18AAP inh
COCCn1nnnc1CN(CCc1ccccc1)Cc1cc2cc(OC)ccc2[nH]c1=O	nt	nt	93	-6	-1	2	89	nt	2
O=C(Nc1ccc2oc(-c3ccccc3F)nc2c1)c1ccco1	-9	3	74	-8	2	0	85	-27	-6
Cc1ccccc1C(=O)NNC(=O)Cc1cccc2ccccc12	21	13	102	3	7	3	100	-4	2
Cc1occc1-c1n[nH]c(=S)n1CC(C)C	-6	7	98	0	2	-8	96	-6	17
Cn1cc(CNCc2ccc(OC(F)(F)F)cc2)c(-c2ccc3c(c2)OCCO3)n1	-12	-19	101	13	4	-1	109	-19	-6
CCOC(=O)Nc1ccc2c(c1)N(C(=O)CN1CCN(CCO)CC1)c1ccccc1CC2	22	4	103	6	3	2	109	3	-2
CCCCNC(=O)Nc1nnc(C(C)(C)C)s1	15	1	107	6	12	6	105	-8	-2
Cc1ccc(S(=O)(=O)NC(C)c2ccccc2)cc1[N+](=O)[O-] (stereo not given)	11	16	99	1	-1	-1	99	-9	-3
CC(=O)c1sc(NC(=O)CCCOc2ccc(Cl)cc2)nc1C	10	1	92	-5	1	-2	96	-3	-6
O=c1ccc(-c2ccccc2)nn1Cc1ccc(F)cc1Cl	14	-5	103	5	-4	-5	104	-18	0
C=CCOc1cccc(C2/C(=C(/O)c3ccc(C)cc3)C(=O)C(=O)N2CCN2CCOCC2)c1 (stereo not given)	21	7	99	1	-1	2	95	-21	5
COc1cc(C)c(C(N)=O)c(OC)n1	16	10	99	1	2	1	94	8	5
C=CCn1c(SCC(=O)N2CCOCC2)nc2sc3c(c2c1=O)CCCC3	3	0	96	0	12	-18	100	6	0
COc1ccc2nc(SCC(=O)Nc3nccs3)[nH]c2c1	14	17	104	-3	3	2	101	-6	7
O=C(N/N=C/c1coc2ccccc2c1=O)c1cc2ccccc2o1	23	10	101	2	-6	-4	97	-4	37*
COc1ccc(-c2cc(C(=O)Nc3c(C)n(C)n(-c4ccccc4)c3=O)c3ccccc3n2)c(OC)c1	16	-1	102	0	-10	3	99	4	0
CCOc1ccc(CCNC(=O)Cc2ccc(NC3=NC4CS(=O)(=O)CC4S3)cc2)cc1OCC (stereo not given)	-11	4	104	1	11	-23	102	-13	-2
C=CCC(CC=C)(NC(=O)c1cccc(C)c1)c1ccccc1	17	-15	102	-1	0	-4	100	-2	8
CC(C)(C)c1nc2c(C#N)c(-c3ccc(Cl)cc3)ccn2n1	38*	-2	102	7	-1	2	97	1	-16
CCOC(=O)N1CCN(C(=O)COc2cccc3c2CCN(Cc2ccccc2F)C3=O)CC1	13	6	99	-1	5	2	102	-5	-3
O=C(/C=C\c1ccc(-c2ccccc2)o1)c1ccccc1	41	31	99	0	7	-6	79	0	-10
O=C(CN(c1ccccc1)S(=O)(=O)c1ccccc1)NCCSc1nc2ccccc2s1	6	23	106	5	6	2	103	-9	-1
O=C(CCC(=O)N1CCN(c2ccccc2F)CC1)c1ccc(F)cc1	-8	-3	95	-4	5	-6	96	0	-5
COc1ccc([N+](=O)[O-])cc1NC(=O)CCN1CCN(c2ccccc2)CC1	13	13	101	-3	1	0	98	-7	-2
N#Cc1ccc(NC(=O)Nc2cccc(C#N)c2)cc1	19	8	106	6	nt	-2	107	3	6
O=C(C1=C[C@H](C2CCCCC2)C[C@H](OCCCCO)O1)N1CCN(Cc2ccccc2)CC1	-5	13	106	2	6	-8	113	-6	-2
COC(=O)c1c(NC(=O)/C=C/c2ccc3c(c2)OCO3)sc(C)c1C	12	-6	97	0	9	1	93	2	2
COC(C[C@@H]1O[C@@H]1C(=O)COCc1ccccc1)OC	nt	29	97	1	nt	7	101	-12	nt
O=C(CSc1nc2ccccc2n1CCc1ccccc1)N1CCOCC1	29	-4	102	4	-1	-3	100	0	-2
COc1ccc(C2c3[nH]c4ccccc4c3CCN2Cc2cccn2-c2ncccn2)cc1C (stereo not given)	27	8	117	2	-3	0	127	5	18

With a hit mark in PfM18AAP inh, of those listed so far:
SMILES	NALP1 yeast inh	SUMO HTRF inh	MEKK3 PB1 HTS	MEKK2mut PB1 HTS	IDE cell inh	IDE act	MEKK2 WT-MEK5	pCIP destab	PfM18AAP inh
O=C(N/N=C/c1coc2ccccc2c1=O)c1cc2ccccc2o1	23	10	101	2	-6	-4	97	-4	37*

The listing picks up, starting 4 compounds before the break.
SMILES	NALP1 yeast inh	SUMO HTRF inh	MEKK3 PB1 HTS	MEKK2mut PB1 HTS	IDE cell inh	IDE act	MEKK2 WT-MEK5	pCIP destab	PfM18AAP inh
COC(=O)c1c(NC(=O)/C=C/c2ccc3c(c2)OCO3)sc(C)c1C	12	-6	97	0	9	1	93	2	2
COC(C[C@@H]1O[C@@H]1C(=O)COCc1ccccc1)OC	nt	29	97	1	nt	7	101	-12	nt
O=C(CSc1nc2ccccc2n1CCc1ccccc1)N1CCOCC1	29	-4	102	4	-1	-3	100	0	-2
COc1ccc(C2c3[nH]c4ccccc4c3CCN2Cc2cccn2-c2ncccn2)cc1C (stereo not given)	27	8	117	2	-3	0	127	5	18
O=C(N/N=C/c1c(Cl)cccc1Cl)c1ccc(F)cc1	4	-21	101	6	3	-3	104	-8	8
CC(C)(C)OC(=O)N1CCC(c2c(C(=O)NCC3CCN(C4CCCC4)C3)cnn2-c2ccc(F)cc2)CC1 (stereo not given)	10	0	105	5	5	3	111	1	-4
CN(C)S(=O)(=O)c1ccc(NC(=O)COC(=O)c2ccccn2)cc1	28	-13	85	-10	2	6	94	0	-6
CCC(Sc1nc(-c2ccccc2)cc(=O)[nH]1)C(=O)O (stereo not given)	1	2	105	3	6	4	105	-15	5
O=S(=O)(Nc1cnc2ccccc2c1)N1CCCCCC1	17	-5	105	7	-3	2	107	5	10
CN1CCN(S(=O)(=O)c2ccc(SCCOc3ccccc3)nc2)CC1	-11	1	81	-6	-4	7	88	-2	-17
Cc1cccc(/C=N/NC(=O)CNc2cccc3ccccc23)n1	9	42	144*	0	2	3	104	0	1
Cc1ccccc1C(=O)Nc1nnc(-c2ccco2)s1	22	-8	96	-6	5	-1	92	16	-16
Cc1ccc2nc(N3CCN(C(=O)CCC(=O)O)CC3)nc(-c3ccccc3)c2c1	-2	22	103	6	3	5	105	-15	5
O=C(CCN1CCCC1=O)NC1CCCc2c1cnn2-c1ccc(F)cc1F (stereo not given)	14	10	101	2	4	-1	100	-8	-6
O=C(N/N=C/c1ccc([N+](=O)[O-])cc1)c1ccc(COc2ccccc2-c2ccccc2)cc1	13	9	102	-9	2	-1	100	-14	-1
Cc1cc(NC(=O)CSc2nnc(C3COc4ccccc4O3)n2C)no1 (stereo not given)	3	7	107	-2	0	-1	100	3	-9
CN(CCO)c1ccc(-c2nn(C)c(=O)c3ccccc23)cc1[N+](=O)[O-]	0	-4	106	9	-3	3	107	6	-7
Cc1cc([N+](=O)[O-])nn1CC(=O)c1ccccc1	17	-3	98	-1	4	4	99	6	-4
c1ccc2c(N3CCCCC3)nc(N3CCCC3)nc2c1	3	-11	97	-6	-2	2	101	3	6
Cc1cc(N2CCOCC2)nc(NCc2ccccc2)n1	6	20	99	2	1	7	103	-18	3
Cc1ccc(Nc2nc(/N=C/NO)n[nH]2)cc1C	-22	4	99	-3	1	2	101	-3	33*
CSCc1ccc(C(=O)NC(C)c2cnn(-c3ccccn3)c2C)o1 (stereo not given)	7	6	94	-5	1	2	94	-12	-2
CCc1cc(=O)oc2c(C)c(O)c(CN3CCCCC3)cc12	6	?	100	-1	4	-1	99	-2	5
COc1ccccc1NC(=O)C1=C(C)Nc2ncnn2C1c1ccc(C)o1 (stereo not given)	0	1	103	6	0	6	102	-1	5
CCN=C(Nc1ccc2c(c1)OCO2)SC1CC(=O)N(c2ccccc2F)C1=O (stereo not given)	22	12	105	13	1	1	105	5	-4
CCOC(=O)C1CCCN(Cc2cc(=O)oc3cc(C)c(C(C)C)cc23)C1 (stereo not given)	15	-22	102	-13	12	3	94	8	-2
Cc1cc2c(c(=O)n1CCc1ccccc1)C(c1ccco1)C(C#N)=C(N)O2 (stereo not given)	11	15	104	4	3	-3	103	6	26
O=C(CCCN1C(=O)S/C(=C\C=C\c2ccccc2)C1=O)Nc1ccc(O)cc1	14	15	99	2	0	-1	99	1	0
CCc1ccc(C2=NN(c3ccc(S(N)(=O)=O)cc3)C(c3ccc(F)cc3)C2)cc1 (stereo not given)	25	14	104	-6	-3	7	94	6	3
CC1CC(C)(C)NC(=S)S1 (stereo not given)	6	30	102	2	3	7	106	-6	7
CCn1ccc(-c2ccccc2)c(C#N)c1=O	10	22	86	-21	2	8	82	-7	-3
Cc1cc2c(c(SCC(=O)Nc3ccc(C)c(C)c3)n1)C(=O)OC2	-3	-2	98	-5	0	1	98	8	-6
O=C(CSc1ncccn1)NCc1cccc(Cl)c1	-4	-9	124	-1	-1	2	105	-2	3
CC(=O)NCCC(=O)N1CCc2c([nH]c3ccccc23)C1c1cccc(C)c1 (stereo not given)	-4	-7	106	-8	1	9	101	-14	2
CN(C(=O)COC(=O)c1ccc(S(=O)(=O)N2CCOCC2)cc1)C1CCCCC1	-4	7	100	-5	7	4	96	4	-5
CCCCCn1c(=O)[nH]c2cc(C(=O)NCCN(CC)CC)ccc2c1=O	8	30	113	3	4	3	116	4	-5
COc1ccc(C2C(C(=O)NCc3ccccn3)c3cc(OC)c(OC)cc3C(=O)N2C)cc1 (stereo not given)	3	22	111	4	4	3	117	-2	-4
CC(=O)C1C(=O)CC(C)(O)C(C(C)=O)C1c1ccccc1 (stereo not given)	16	10	103	2	0	7	101	-3	2
O=C(CN1C(=O)NC2(CCc3ccccc32)C1=O)c1ccccc1 (stereo not given)	-4	-9	101	6	3	-3	100	-9	12
Fc1ccc(NCc2nnc3n2CCCCC3)cc1	-10	2	102	4	2	3	103	8	-12
CCOc1ccc(CCNC(=O)CCc2nnc3ccc(N4CCOCC4)nn23)cc1OCC	15	-13	98	-2	-3	13	98	4	1
Cc1noc(C)c1COC(=O)CCN1c2ccccc2Sc2ccccc21	7	-13	91	-2	5	2	91	-14	4
Cc1ccc(OCc2n[nH]c(=S)n2N)cc1C	-23	18	106	-10	5	1	103	8	15
COc1ccc2c(C(=O)CN3CCSCC3)c[nH]c2c1	6	-16	90	-4	9	-1	94	-4	-1
CN(C)S(=O)(=O)N(CC(=O)Nc1ccc2ccccc2c1)c1ccccc1	-72	6	114	17	2	1	93	0	1
COc1ccc(N2CC(C(=O)Nc3nnc(SCc4ccccn4)s3)CC2=O)cc1 (stereo not given)	16	8	133*	-1	5	2	99	-6	4
O=S(=O)(c1ccc(Br)cc1)N1CCN=C1SCc1cccnc1	26	-3	102	5	1	3	104	3	-7
Cc1cc(C)n(-c2ncccc2[N+](=O)[O-])n1	12	6	102	-2	2	-8	97	8	-1
CC1(C)CC(=O)C(Sc2ccccc2[N+](=O)[O-])=C(O)C1	18	-4	93	-1	2	3	95	-9	14
S=C(NC1CCCC1)N1CCOCC1	13	4	101	4	4	4	98	-5	1
CCC1CN(C(=O)NCc2cccc(OC)c2)c2ccccc2O1 (stereo not given)	12	-6	114	9	nt	4	112	-10	-5
CCN(CC)S(=O)(=O)c1ccc(N2CCCC2)c(NC(=O)c2c(-c3ccccc3)noc2C)c1	2	-11	101	-1	2	0	101	7	5

The list is partial. The share of hits here may be higher or lower than overall.
